Compound activity from PubChem BioAssay.
Integrin act MD = activators of alpha7 integrin expression for muscular dystrophy; alpha7betagal myoblasts, beta-gal FDG fluorescence, 48 h; Potency, µM (doses to about 38.3 µM), for inactives: top-dose activation, usual class: activators; 0.064% of 350,000 active; AID 624291;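 further: 100% = response of the positive control SU9516; nearly all actives have a fitted effect of over 60% in size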
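alpha7betagal+/- myoblasts (passage 13, 250/well) treated 48 h at 37C with compounds at 1:260 dilution of DMSO stock. Lysed, then beta-galactosidase activity read as FDG fluorescence (ex 480/em 540) after 30 min, with pre-read for autofluorescence.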
BRCA1 expr up = BRCA1 expression activation; 1.1% of 380,000 active; MCF7-BRCA1-FFLuc reporter, luminescence, 48 h; response scale: scaled: vehicle 0%, 10 µM genistein 100%; AID 624202; Potency, µM (doses to about 46.1 µM), inactives show top-dose activation, most hits filed as activators; further: nearly all actives have a fitted effect of over 80% in size; some results filed as inactive show a strong effect at the top dose
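Using MCF7 cells harboring a BRCA1 firefly luciferase reporter, plated 2 h before compound pinning, the screen measured luminescence after 48 h incubation. Responses were normalized to DMSO and 10 microM genistein, then fitted for concentration-effect.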
The depositor's hits bear a star; ? = inconclusive; [ ] = remark or other dose. The call rests on the fitted dose curve; in most records, active means well fitted activation curve with a large enough effect; inconclusive means small, poorly fitted or top-dose-only effect; inactive means no such curve, though single readings can be large or run the other way. Potency means the concentration at half of the fitted maximal effect.

Molecule | Integrin act MD | BRCA1 expr up
CCN(CC)CCNc1cccc2sc3ccccc3c(=O)c12 | -17% | 3%
Cn1c(=O)c2c(ncn2CC(=O)OCC(=O)Nc2cccc(C#N)c2)n(C)c1=O | 4% | -9%
CC1(O)C(c2ccccc2)=Nc2ccccc21 (stereo not given) | 11% | ?
CN(Cc1ccccc1)C(=O)CN1C(=O)NC2(CCCc3sccc32)C1=O (stereo not given) | -10% | 11%
C=CCn1c(SCC(=O)N2CCC(C)CC2)nc2c([nH]c3ccccc32)c1=O | -4% | -34%
CN(C)Cc1cc(OCc2ccccc2)cc(CN(C)C)c1O | -5% | 12%
Cc1ccc([C@H]2C[C@H](n3cc(COC(=O)c4ccccc4)nn3)[C@@H](O)CN2C(=O)c2cccs2)cc1 | -16% | 5%
COc1ccc(S(=O)(=O)N2CCCCC2)cc1C(=O)NC1CCS(=O)(=O)C1 (stereo not given) | 20% | 13%
CN1CCN(C(=O)C[C@@H]2C[C@H]3c4cc(NC(=O)c5cccnc5)ccc4O[C@H]3[C@H](CO)O2)CC1 | 8% | 15%
C[C@@H]1CCCCO[C@@H](CN(C)Cc2ccc3c(c2)OCO3)[C@@H](C)CN([C@H](C)CO)C(=O)c2cc(NS(=O)(=O)c3ccccc3)ccc2O1 | 24% | 3%
CCN(CCCNc1cc2c(c(N)c1S(=O)(=O)O)C(=O)c1ccccc1C2=O)c1ccccc1 | 0% | 5%
CNC[C@H]1OCCCC[C@H](C)Oc2ccc(NC(=O)CCCN(C)C)cc2C(=O)N([C@H](C)CO)C[C@@H]1C | 12% | 8%
CCN1C(=O)[C@H]2[C@@H](c3ccc(OC)cc3)N[C@]3(CCCN(Cc4ccccc4)C3=O)[C@H]2C1=O | 22% | -1%
CC(C)(C)NC(=O)CN1C(=O)c2cccc3cccc1c23 | -16% | -4%
CC1=C(C(=O)N(C(C)C)C(C)C)CC(CC(=O)NCc2cccs2)C(=O)N1Cc1ccccc1 (stereo not given) | -27% | 0%
COc1ccc(-c2cc3nc(C)cc(N4CCN(C(=O)c5ccco5)CC4)n3n2)cc1 | 12% | 16%
Cc1cc(N2CCOCC2)nc(N2CCOCC2)c1C#N | -3% | -13%
O=C(c1ccccc1F)N1CCCC(N2CCN(Cc3ccc4c(c3)OCO4)CC2)C1 (stereo not given) | 5% | -20%
CCN(CC)C(=O)C1=C(C)N(CCCOC)C(=O)C(CC(=O)NCCCN(C)C)C1 (stereo not given) | 14% | 0%
C[C@H](CO)N1C[C@H](C)[C@@H](CN(C)C(=O)OCc2ccccc2)OCc2cn(nn2)CCCC1=O | 14% | 5%
O=C(c1cc2ccccc2o1)N1CCN(Cc2nc3ccccc3s2)CC1 | 13% | -20%
C[C@@H]1CN([C@H](C)CO)C(=O)CCCn2nncc2CO[C@H]1CN(C)C(=O)c1ccc(N2CCN(C)CC2)cc1 | -9% | 9%
CC(C)(C)c1ccc(C(=O)NCCC(=O)NCc2ccc(F)cc2)cc1 | -8% | -4%
O=C(COc1ccc(F)cc1)Nc1nc(-c2cccnc2)cs1 | 11% | -24%
COc1ccc2nc3n(c(=O)c2c1)-c1cc2ccccc2cc1C(=O)NC3Cc1ccccc1 (stereo not given) | -28% | -36%
COc1ccccc1NC(=O)N(C)C[C@@H]1OCc2cn(nn2)CCCC(=O)N([C@H](C)CO)C[C@H]1C | 7% | -33%
Cc1ccc(S(=O)(=O)CCC(=O)Nc2cc(C)on2)cc1 | -10% | -7%
O=C(NCCS(=O)(=O)NCc1cccs1)c1ccccc1 | 11% | -9%
O=[N+]([O-])c1cccc(N=NNc2cccc([N+](=O)[O-])c2)c1 | 18% | 80%
CCCCCCCC1=NN(c2ccc(S(=O)(=O)O)cc2)C(=O)C1N=O (stereo not given) | -2% | 0%
O=C(N/C(=C/c1ccc(F)cc1)C(=O)N1CCOCC1)c1ccco1 | 8% | -1%
CCc1ccc(/C=C2\SC(=S)N(CCCC(=O)N3CCCC3)C2=O)cc1 | -38% | -78%
CCCCN(C(=O)COC(=O)c1sccc1C)c1c(N)n(CCC)c(=O)[nH]c1=O | -6% | 1%
Cc1cc(OCC(=O)Nc2nccs2)c2c(C)c(C)c(=O)oc2c1 | 14% | -35%
O=C1CC(=Nc2ccc([N+](=O)[O-])cc2)NN1c1c(Cl)cc(Cl)cc1Cl | -11% | 2%
CC1(C)CN(CCc2ccccc2)C(=O)[C@H]1CC(=O)Nc1ccccc1 | 16% | 10%
Cc1ccc(NC(=O)c2ncn(CCCNCC3CCCCC3)n2)cc1C | -58%[inhibitor] | -27%
CNC(=O)c1ccc(NC(=O)c2ccccc2OCc2c(C)noc2C)cc1 | 0% | -26%
Cc1ccccc1CC(=O)N1CCC(CCC(=O)NC2CC2)CC1 | -1% | 8%
O=C(CNC(=O)N1CC(=O)Nc2ccccc21)NCCCc1ccccc1 | -4% | -1%
CCOC(=O)C1(CCCc2ccccc2)CCN(C(=O)c2n[nH]c(CC)c2C)CC1 | -13% | -50%
COc1ccc(C(=O)NCC(c2ccco2)N2CCc3ccccc3C2)c(OC)c1 (stereo not given) | -5% | -17%
CC(C)CC1C(=O)N(Cc2cn(CC3CCCCC3)nn2)CCS(=O)(=O)N1Cc1ccc(-c2ccc(Cl)c(Cl)c2)cc1 (stereo not given) | 17% | -51%
NC(=O)C1(N2CCCCC2)CCN(C(=O)c2cc(COc3c(F)cccc3F)on2)CC1 | -4% | -3%
CCCCCCN1C[C@H](O)[C@@H](n2cc(-c3ccc(F)cc3)nn2)C[C@@H]1c1ccc(Cl)cc1 | 13% | -37%
COc1ccc(CN2C(=O)C(CC(=O)NCCN3CCOCC3)CC(C(=O)N(C(C)C)C(C)C)=C2C)cc1 (stereo not given) | 17% | 9%
Cc1ccc(S(=O)(=O)CCC(=O)OCC(=O)NCc2ccc(F)cc2)cc1 | -10% | -2%
CC(OC(=O)[C@@H](NS(=O)(=O)c1ccccc1)C(C)C)C(=O)c1c(N)n(C)c(=O)n(C)c1=O (stereo not given in full) | 2% | 3%
NC(=O)NC(CC(=O)OCC(=O)Nc1nnc(-c2ccccc2)o1)c1ccc(Cl)cc1 (stereo not given) | 3% | 0%
c1ccc(N=Nc2ccc(C3=NCCO3)cc2)cc1 | -30% | 49%
CC(Cc1ccccc1)NC(=O)CCNNC(=O)c1ccncc1 (stereo not given) | 9% | -10%
COc1ccc(-c2ccc(CN3C(C)C(=O)N(Cc4cn(CCC5OCCO5)nn4)CCS3(=O)=O)cc2)cn1 (stereo not given) | -4% | 8%
Cc1[nH]c2ccccc2c1C(=O)C(=O)NCc1nnnn1-c1cccc(F)c1 | 2% | -2%
COc1cc2ccc(NC(C)=O)cc2cc1OC | 21% | 26%
Cc1cn([C@H]2C[C@H](O)[C@@H](CNC(=O)[C@H](N)Cc3cccnc3)O2)c(=O)[nH]c1=O | 9% | 25%
COc1ccc(OC)c(-c2cc(C(=O)O)c3cc4ccccc4cc3n2)c1 | -3% | 11%
CCN(CC)C(=O)C1=C(C)N(Cc2ccccc2)C(=O)C(CC(=O)NC2CCCC2)C1 (stereo not given) | 7% | -7%
COc1ccc(C(=O)OCc2ccccc2C#N)cc1S(=O)(=O)N1CCOCC1 | -1% | -1%
COc1ccc(CN2C(=O)C(CC(=O)NCc3cccc4ccccc34)CC(C(=O)N(C)C)=C2C)cc1 (stereo not given) | 10% | 38%
CCC(=O)Oc1ccc(NC(=O)c2ccc(S(=O)(=O)N3CCCC3)cc2)cc1 | 19% | -47%

Additional results
Molecule | Integrin act MD | BRCA1 expr up
O=C1C2C3C=CC(C3)C2S(=O)(=O)C2C3C=CC(C3)C12 (stereo not given) | 1% | 62%
CCCCn1c(SCCN2CCCCC2)nc2c1c(=O)n(C)c(=O)n2C | 0% | -6%
COc1ccc(NC(=O)C[C@H]2C(=O)N(Cc3cccnc3)C[C@@H]2Cc2ccccc2)cc1 | 7% | 4%
Nc1ncnc2nn(C3OC(CO)C(O)C3O)nc12 (stereo not given) | -28% | -58%
O=C(C1CCCCC1)N1C[C@@H](O)[C@H](n2cc(-c3ccc(F)cc3)nn2)C[C@@H]1c1ccccc1 | -44% | -30%
C[C@H](CO)N1C[C@H](C)[C@@H](CN(C)C(=O)CCC(F)(F)F)OCc2cnnn2CCCC1=O | -6% | 0%
COc1ccc(CN2CCC[C@]3(N[C@H](c4ccc(OC)cc4)[C@@H]4C(=O)N(Cc5ccccc5)C(=O)[C@@H]43)C2=O)cc1 | -3% | -8%
C#CCN(C[C@@H]1[C@@H](OC(=O)NC2CC2)[C@@H](OC(=O)NC2CC2)CN(C(=O)OC(C)C)N1C(=O)OC(C)C)S(=O)(=O)c1ccc(C)cc1 | -13% | 3%
COc1cccc(N2CCN(C(=O)c3ccc(Cl)c(S(=O)(=O)N4CCCCCC4)c3)CC2)c1 | -10% | 17%
O=C(OCC(=O)c1c[nH]c2ccccc12)c1ccc(OC(F)F)cc1 | 4% | -7%
CC(C)CC1C(=O)N(Cc2cn(Cc3ccco3)nn2)CCS(=O)(=O)N1Cc1ccc(-c2cccc(N(C)C)c2)cc1 (stereo not given) | 1% | -21%
O=C(O)Cc1ccc(NC(=O)c2ccc3c(c2)C(=O)N(Cc2ccccc2)C3=O)cc1 | -14% | 2%

Given with values under each structure: entries from further up
Order of results: Integrin act MD | BRCA1 expr up
Cc1[nH]c2ccccc2c1C(=O)C(=O)NCc1nnnn1-c1cccc(F)c1
 : 2% | -2%
COc1cc2ccc(NC(C)=O)cc2cc1OC
 : 21% | 26%
Cc1cn([C@H]2C[C@H](O)[C@@H](CNC(=O)[C@H](N)Cc3cccnc3)O2)c(=O)[nH]c1=O
 : 9% | 25%
COc1ccc(OC)c(-c2cc(C(=O)O)c3cc4ccccc4cc3n2)c1
 : -3% | 11%
CCN(CC)C(=O)C1=C(C)N(Cc2ccccc2)C(=O)C(CC(=O)NC2CCCC2)C1 (stereo not given)
 : 7% | -7%
COc1ccc(C(=O)OCc2ccccc2C#N)cc1S(=O)(=O)N1CCOCC1
 : -1% | -1%
COc1ccc(CN2C(=O)C(CC(=O)NCc3cccc4ccccc34)CC(C(=O)N(C)C)=C2C)cc1 (stereo not given)
 : 10% | 38%
CCC(=O)Oc1ccc(NC(=O)c2ccc(S(=O)(=O)N3CCCC3)cc2)cc1
 : 19% | -47%
O=C1C2C3C=CC(C3)C2S(=O)(=O)C2C3C=CC(C3)C12 (stereo not given)
 : 1% | 62%
CCCCn1c(SCCN2CCCCC2)nc2c1c(=O)n(C)c(=O)n2C
 : 0% | -6%
COc1ccc(NC(=O)C[C@H]2C(=O)N(Cc3cccnc3)C[C@@H]2Cc2ccccc2)cc1
 : 7% | 4%
Nc1ncnc2nn(C3OC(CO)C(O)C3O)nc12 (stereo not given)
 : -28% | -58%
O=C(C1CCCCC1)N1C[C@@H](O)[C@H](n2cc(-c3ccc(F)cc3)nn2)C[C@@H]1c1ccccc1
 : -44% | -30%
C[C@H](CO)N1C[C@H](C)[C@@H](CN(C)C(=O)CCC(F)(F)F)OCc2cnnn2CCCC1=O
 : -6% | 0%
COc1ccc(CN2CCC[C@]3(N[C@H](c4ccc(OC)cc4)[C@@H]4C(=O)N(Cc5ccccc5)C(=O)[C@@H]43)C2=O)cc1
 : -3% | -8%
C#CCN(C[C@@H]1[C@@H](OC(=O)NC2CC2)[C@@H](OC(=O)NC2CC2)CN(C(=O)OC(C)C)N1C(=O)OC(C)C)S(=O)(=O)c1ccc(C)cc1
 : -13% | 3%
COc1cccc(N2CCN(C(=O)c3ccc(Cl)c(S(=O)(=O)N4CCCCCC4)c3)CC2)c1
 : -10% | 17%
O=C(OCC(=O)c1c[nH]c2ccccc12)c1ccc(OC(F)F)cc1
 : 4% | -7%

Other records
Molecule | Integrin act MD | BRCA1 expr up
CCOc1ccc(NS(=O)(=O)c2ccc(C(=O)NCC3CCCO3)cc2)cc1 (stereo not given) | -5% | -6%
COc1ccc(NC(=O)C[C@H]2C(=O)N(c3ccccc3)C[C@@H]2CSC)cc1 | 1% | 13%
C[C@@H]1CCCCO[C@@H](CN(C)S(=O)(=O)c2ccc(F)cc2)[C@@H](C)CN([C@H](C)CO)C(=O)c2cc(NC(=O)c3ccccc3)ccc2O1 | -8% | -8%
CCCCOC(=O)C1=C(C)N(C)C(=O)NC1c1cc2c(cc1Br)OCO2 (stereo not given) | 1% | -14%
CCC(=O)N(C)C[C@H]1Oc2ncc(C#Cc3cccnc3)cc2C(=O)N([C@@H](C)CO)C[C@@H]1C | 2% | 9%
CC1CCCC(NC(=O)COC(=O)c2ccccc2C(=O)N(C)C2CCCCC2)C1C (stereo not given) | 0% | -31%
CN1C(=O)N(CC(=O)Nc2ccc3c(c2)OCO3)C(=O)C12CCCCC2 | -9% | 23%
C[C@H](CO)N1C[C@H](C)[C@@H](CN(C)C(=O)Nc2cccc(Oc3ccccn3)c2)OCc2cnnn2CCCC1=O | -9% | 11%
O=C(CCN1C(=O)/C(=C\c2ccccc2F)SC1=S)N1CCOCC1 | 0% | -44%

An excerpt, so the mix of outcomes need not match the whole.
